# Screening results from PubChem.
# b-catenin transl = beta-catenin nuclear translocation modulation. nuclear translocation activity, % at 5 µM. 190,000 compounds, 0.3% hits. HeLa beta-catenin nuclear translocation, immunofluorescence imaging;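 active means nuclear translocation activity above 50% at 5 µM, with a well cell count of 50 or more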;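 further: per-cell ratio of nuclear to cytoplasmic median beta-catenin stain intensity; plate controls were DMSO negative control for no effect and GSK-3 inhibitor IX positive control for full effect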
#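 Signal – beta-catenin immunofluorescence imaging with DAPI · Test system – human HeLa cell line · Dosing – 5 µM primary single dose, 0.1% DMSO, 0.02–20 µM confirmation series · Measure – % activation, nuclear-to-cytoplasmic median beta-catenin signal ratio per cell · Incubation – 24 h compound exposure at 37°C, 5% CO2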
# MT stabilize HCS = microtubule stabilizers in HeLa cells | HeLa tubulin immunostaining HCS, 24 h; share of cells brighter than vehicle mean+2SD | 200,000 compounds, 0.83% hits | % tubulin-high responders, % at 10 µM | AID 2205;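 active means plate Z-score above 3 for both tubulin-high and condensed-nucleus cell shares, with cell loss under 80%, at 10 µM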;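 further: anti alpha tubulin signal scored within the nucleus-defined area of each cell; some results filed as inactive read as strong as hits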
# Hep lipid drop = modulators of hepatic lipid droplet formation | AML12 mouse hepatocytes, oleate lipid droplets, BODIPY imaging | inhibition, % at 6.5 µM | 240,000 compounds, 0.4% hits;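 active means lipid droplet intensity inhibited by at least 50%, with more than 500 cells counted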
#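 Technique: fluorescence imaging, 20x objective, two fields per well / Assay system: AML12 hepatocytes (mouse) / Measure: % inhibition of lipid droplet signal / Doses: 6.5 µM single-point dosing / Incubation: overnight exposure / Reagent: 100 µM oleic acid challenge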
# PMI inhibitors = inhibitors of human PMI, primary screen, biochemical, fluorescence intensity, coupled assay (AID 1209); inhibition, % at 20 µM, or IC50 in µM where a hit was titrated; purified PMI enzyme, coupled fluorescence intensity; higher % means a stronger effect; 190,000 compounds, 0.42% hits; in the data active means inhibition above about 50%;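 further: plate controls were DMSO vehicle for no effect and wells lacking substrate for full effect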
# Dynein transport = dynein cargo transport inhibition; 220,000 compounds, 0.47% hits; z-score, hits read low; 3617.4 mouse cells, GR-EGFP nuclear translocation imaging; test concentration mostly 20 µM; stimulated with dexamethasone, 1 µM; active compounds read low;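 active means plate z-score of nuclear minus cytoplasmic receptor signal below a set negative limit, without overly bright fluorescence or cell loss, cut at about -3.5 in these data, passing the limit was not always enough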;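 further: z-score of nuclear minus cytoplasmic ring GR-EGFP intensity difference per well; some compounds called inactive have numbers as strong as hits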
#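 Medium: Induction medium lacking tetracycline, stripped serum | Probe or stimulus: 1.0 µM final dexamethasone stimulus | Schedule: 48 h induction, then 1 h compound, then 30 min agonist, 37 °C | Signal: Automated 10x imaging of fixed Hoechst-stained cells | Evaluation: Per-cell GR-EGFP intensity, nucleus versus surrounding cytoplasmic ring, well-averaged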
# TNAP activation fold = stimulation of alkaline phosphatase TNAP activity – biochemical, luminescent, no phosphate acceptor, uHTS, primary screen (AID 1001); purified TNAP, luminescent activation assay, no phosphate acceptor; higher activation fold means a stronger effect; one-dose activation fold at 20 µM; EC50 in µM for titrated hits; 200,000 compounds, 0.03% hits; in the data active means activation fold from about 3, or a potency from the dose series; inactive means the rest, 99 in 100 with activation fold below about 1.6; further: many of its hits are not listed in these tables
# T cell modulator = T cell immune modulators affecting CD8 T cell-vesicle binding; 2C CD8+ T cell-vesicle binding, flow cytometry; active compounds read low; calls only at 7 µM; 330,000 compounds, 0.068% hits; AID 2052;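 active means response, share of CD8 T cells binding vesicles, and their 90th percentile fluorescence all below set limits, cut at about 80% in these data, passing the limit was not always enough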
#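 Material: 2C TCR transgenic mouse naive CD8+ T cells, MACS-purified. Also added: QL9-charged Drosophila Ld/ICAM-1/B7-1 vesicles. Timing: binding 1.5 h at 37 °C. Measured by: high-throughput flow cytometry with anti-B7-1 and anti-CD8 staining. Read-out: percent CD8+ FL2 mean versus row control. Controls: Unloaded micro-vesicles (low), QL9 vesicles with 0.7% DMSO (high).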
# Myeloid diff 2 = promotes myeloid progenitor differentiation | ER-HoxA9 myeloid progenitors, lysozyme-GFP differentiation, flow cytometry | calls only at 10 µM | 360,000 compounds, 1% hits;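 active means normalized GFP-positive differentiation at or above the plate's own cutoff, the solvent-only control mean plus 3 SD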;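 further: cells exposed to compound for four days before flow analysis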
# Ins promoter up = MIN6 insulin promoter up-regulation; MIN6 insulin promoter-GFP reporter, high-content imaging; active compounds read high; z-score at 5 µM; 190,000 compounds, 0.3% hits;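 active means z-score above 3 at 5 µM with at least 500 cells counted in the well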
# Dynein transport cytoplasmic EGFP = second read-out of Dynein transport, no call of its own (marks repeat the call); z-score; measured here: cytoplasmic GR-EGFP intensity; active compounds read high
# Dynein transport nuclear GR-EGFP = also measured in Dynein transport; calls as there; z-score; measured here: nuclear GR-EGFP intensity;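 lower value marks the stronger effect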
# Dynein transport cell count = further read-out of Dynein transport, marked with its call; z-score; measured here: cell count per field
# Ins promoter up cell count = also measured in Ins promoter up; calls as there; cell count; measured here: cytotoxicity, nuclei count;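 total cells summed across four imaged fields per well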
# Hep lipid drop cells 6.5 µM = further read-out of Hep lipid drop, marked with its call; cell count; measured here: cell count, cytotoxicity flag;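 cells counted across two imaged fields per well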
# b-catenin transl cell count 5 µM = further read-out of b-catenin transl, marked with its call; cell count; measured here: cell count, cytotoxicity flag
# T cell modulator vesicle-bound % = further read-out of T cell modulator, marked with its call; double positive events, %; measured here: CD8+ vesicle-bound cell fraction;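 binding gate set so that unloaded-vesicle control wells show 10% double positive cells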
# MT stabilize HCS Hoechst-high % = also measured in MT stabilize HCS; calls as there; % Hoechst-high responders; measured here: nuclear condensation Hoechst responders;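 share of cells brighter than vehicle mean plus two SD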
# MT stabilize HCS cytotoxicity % = further read-out of MT stabilize HCS, marked with its call; toxicity, %; measured here: cytotoxicity by cell density;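 0% = mean cell density of plate MIN control wells and 100% = no cells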
# Myeloid diff 2 GFP+ MAC1+ % = second read-out of Myeloid diff 2, no call of its own (marks repeat the call); GFP+ MAC1+ double positive, %; measured here: differentiation confirmed by MAC1 staining
# Starred values were filed as active, the others as inactive; i = inactive; / = no result given; + = active, no number.
SMILES,b-catenin transl,b-catenin transl cell count 5 µM,MT stabilize HCS,MT stabilize HCS Hoechst-high %,MT stabilize HCS cytotoxicity %,Hep lipid drop,Hep lipid drop cells 6.5 µM,PMI inhibitors,Dynein transport,Dynein transport cytoplasmic EGFP,Dynein transport nuclear GR-EGFP,Dynein transport cell count,TNAP activation fold,T cell modulator,T cell modulator vesicle-bound %,Myeloid diff 2,Myeloid diff 2 GFP+ MAC1+ %,Ins promoter up,Ins promoter up cell count
COc1ccc(/C(C)=N/NC(=O)C2CC2)cc1,0.5,1254,5.9,2.0,5.8,0,587,-3%,0.82,-0.27,0.83,-0.87,1.1,i,18,i,0.3,0.15,1518
Cc1ccccc1OCC(=O)Nc1ccc(NC(=O)c2ccco2)cc1,-0.1,1562,1.5,2.6,10,16,594,3%,1.7,-0.2,1.1,-1.4,1.1,i,46,i,0.1,1.1,1441
Cc1cc(=O)[nH]c(CN2CCOCC2)n1,-0.2,1605,4.2,2.3,3.8,6,511,5%,-0.86,-0.12,-0.2,0.16,1,i,57,i,0.3,/,/
C=CCNC(=O)C1CCN(c2c([N+](=O)[O-])cc(C(F)(F)F)cc2[N+](=O)[O-])CC1,-1.2,1061,1.6,1.3,3.9,-15,657,1%,-0.62,-0.21,-0.7,1,1.1,i,15,i,0.8,-0.21,1556
CC1(NC(=O)CC[N+](C)(C)CCO)CS(=O)(=O)CC1S(=O)(=O)[O-] (stereo not drawn),-1.5,972,4.6,1.7,9.2,-12,598,-5%,1.3,-0.043,0.51,-1.2,1,i,27,/,/,-0.15,1298
CCn1cc(CNC(=O)CCSc2nc(-c3ccco3)cc(C(F)(F)F)n2)cn1,-1.4,1200,43*,30*,25*,2,771,3%,-0.54,-0.21,-0.12,0.16,1.1,i,12,/,/,-1.3,999
CCC1SC(CC)C(=O)N(CC(=O)NCCc2ccccc2)C1=O (stereo not drawn),-5.3,1066,2.1,2.6,12,-18,627,-5%,0.27,-0.27,-0.12,0.6,1.1,i,57,i,0.6,0.08,1733
COc1cc(C2N(c3ccccc3)CCN2c2ccccc2)cc(OC)c1OC,-4.7,1141,1.7,1.0,2.8,/,/,18%,-0.27,-0.23,0.17,0.16,1.1,i,31,i,2.0,0.02,1032
O=C(NCc1ccccn1)c1c(Cl)cccc1Cl,0.4,1044,4.0,1.1,5.8,/,/,-4%,-0.039,-0.21,0.12,0.2,1,i,38,i,0.5,0.01,1181
COC(=O)C1=C(C)NC2=C(C(=O)c3ccccc32)C1c1cccc(OC)c1 (stereo not drawn),0.6,1281,/,/,/,-3,701,/,-1.4,-0.17,-0.036,0.0033,/,i,6,i,0.8,-1.3,987
CSc1ccc(CN2CCCC(CO)(Cc3ccccc3)C2)cc1 (stereo not drawn),1.0,973,1.1,1.7,7.1,-10,691,19%,-0.51,-0.19,-0.38,0.16,1.1,i,33,i,0.1,-0.34,1501
O=C(O)CCNS(=O)(=O)c1cccc(Br)c1,-0.6,1367,/,/,/,26,591,/,0.51,-0.69,0.092,-1.1,/,i,6,i,0.3,1.9,990
CCC1Oc2ccc(C)cc2N(CC(=O)N2CCN(c3ccc(F)cc3)CC2)C1=O (stereo not drawn),0.9,1105,3.5,1.7,2.6,-34,671,12%,-0.73,-0.3,-0.31,0.54,0.9,i,27,i,1.1,/,/
O=C1C=C(O)CC(c2ccc(Cl)cc2)C1 (stereo not drawn),/,/,2.2,0.3,29,0,704,8%,-0.51,-0.29,-0.41,0.032,1.1,i,21,i,0.2,-0.96,1261
COc1ccc(C(CNC(=O)c2cccc(Br)c2)N2CCCC2)cc1 (stereo not drawn),/,/,4.0,1.1,2.8,12,788,0%,-0.27,-0.22,-0.045,0.17,1.2,i,25,i,0.7,-1.3,953
CC(=O)c1cccc(CN2CCN(Cc3ccc(C)cc3)C(CCO)C2)c1 (stereo not drawn),-2.9,1025,3.0,1.2,6.3,-4,733,15%,-0.58,-0.31,-0.48,0.99,1.1,i,28,i,0.5,0.21,1532
CCNC(=S)N(CCc1ccc(OC)c(OC)c1)Cc1cc2cc(OC)ccc2[nH]c1=O,0.4,1080,3.1,2.0,7.8,-27,649,-3%,-0.27,-0.35,-0.072,0.68,1,i,13,i,0.4,/,/
COc1ccc(-c2nn(C)c(=O)[nH]2)cc1,0.5,1112,/,/,/,13,755,/,1.5,-0.24,0.97,-1.4,/,i,15,i,0.0,0.14,1436
CC(C)Nc1nc(NC(C)(C)C)nc(Oc2ccc(=O)n(-c3ccccc3)n2)n1,2.3,1353,2.9,2.1,1.1,/,/,5%,1.8,-0.16,0.47,-1.7,1.1,i,41,i,1.2,-1.3,1652
Cc1ccc(-n2nc(-c3ccco3)cc2C(=O)O)c(C)c1,-0.1,1133,2.3,2.3,0.2,16,666,-12%,0.26,-0.29,0.29,-0.074,1.1,/,/,i,1.0,0.17,1343
CN(C)c1ccc(NC(=O)c2cccc(N3C(=O)CCC3=O)c2)cc1,-5.7,872,4.4,1.8,7.2,/,/,9%,-0.5,-0.17,0.072,-0.29,1.1,i,30,i,1.2,1,1262
Cc1ccc(NC(=O)C(CC(C)C)NC(N)=O)cc1 (stereo not drawn),/,/,1.7,3.0,4.4,2,645,-7%,-0.85,-0.12,-0.56,0.64,1.1,i,48,i,0.3,-0.3,1416
O=C(OCc1ccccc1)Oc1cncc(C(=O)O)c1,-2.4,1236,2.7,2.0,9.6,2,743,1%,-0.72,-0.23,-0.39,-0.11,1.1,i,32,i,1.1,0.18,1213
Nc1nonc1/C(=N/O)N1CCN(CCO)CC1,-6.7,1035,2.7,1.2,1.8,/,/,0%,1.9,-0.11,1.5,-0.53,1.2,i,37,i,0.9,0.22,1325
CSc1nsc(SCCN2C(=O)c3ccccc3C2=O)n1,-1.6,1176,2.8,1.9,5.4,0,778,6%,-0.057,-0.21,-0.11,0.6,1.1,i,57,i,0.4,-0.7,1240
O=C1CN(C(=O)/C=C/c2ccc(Cl)cc2)c2ccccc2N1,-0.2,1141,2.9,2.3,2.1,9,710,-5%,-0.22,-0.074,-0.37,-1.5,0.9,i,22,i,0.4,-0.38,1255
CCC1CCCCN1C(=O)Nc1cc(Cl)ccc1OC (stereo not drawn),-0.5,912,1.4,2.1,8.2,-14,691,7%,-0.35,-0.24,-0.04,0.77,1,i,58,i,0.4,1.3,1617
CN1C(=O)N(S(=O)(=O)c2ccc(F)c(F)c2F)C(=O)C1(C)C,-1.7,1373,2.5,1.8,11,/,/,-10%,-0.97,-0.2,-0.3,0.82,1.1,i,6,+,1.5*,1,1394
FC(F)(F)c1ccc(CSc2ccccn2)cc1,-0.1,1268,/,/,/,2,586,/,-0.048,-0.24,0.059,0.68,/,i,34,i,1.0,/,/
Cc1onc(C(N)=O)c1C(=O)Nc1ncc(C(F)(F)F)cc1Cl,-1.1,1042,4.0,1.5,3.8,1,689,0%,0.073,-0.2,0.096,0.29,1,i,34,i,0.3,1,1115
CN(CC(=O)NC1CCCCCCC1)S(=O)(=O)c1cnc[nH]1,-2.1,1126,1.5,1.4,6.0,10,668,0%,-0.78,-0.31,-0.33,0.36,0.9,i,13,i,0.5,-0.08,1355
COc1ccc(C(=O)Nc2nc3ccccc3[nH]2)cc1S(=O)(=O)N1CCCC1,2.7,945,2.0,0.9,5.7,-10,828,5%,2,0.0024,1.2,-1.1,1.1,i,55,i,0.7,/,/
CCCC(=O)Nc1ccc(C(=O)n2ccc(C)n2)cc1,-1.1,918,1.0,0.8,6.5,2,676,9%,-0.75,-0.28,-0.35,1,1,i,60,i,0.1,1.2,1603
O=C(CN1C(=O)CCC1=O)NNc1ccc2ccccc2c1,-0.1,1504,1.4,1.5,6.6,8,723,-28%,0.11,-0.32,0.013,0.77,1.2,i,32,i,0.6,-0.27,1464
CC(=O)c1sc(NC(=O)c2ccc(Cn3cc(Br)cn3)o2)nc1C,-0.5,1029,2.0,3.9,15,9,685,9%,-0.25,-0.21,0.2,1.1,1.2,i,18,i,0.7,-0.5,1878
